Screening data deposited in PubChem by several laboratories.
CHRM4 PAM – CHRM4 positive allosteric modulation. CHO-K1 hM4/Gqi5, Fluo-8 calcium fluorescence, ACh EC20; 0% = ACh EC20, 100% = maximal ACh. activation, % at 3 µM. actives 0.4% (n = 360,000);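 active = activation above its plate's cutoff, the mean activation of sample wells plus 3 SD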; also: some results filed as inactive read as strong as hits
Target sequence (P08173 whole entry, looked up): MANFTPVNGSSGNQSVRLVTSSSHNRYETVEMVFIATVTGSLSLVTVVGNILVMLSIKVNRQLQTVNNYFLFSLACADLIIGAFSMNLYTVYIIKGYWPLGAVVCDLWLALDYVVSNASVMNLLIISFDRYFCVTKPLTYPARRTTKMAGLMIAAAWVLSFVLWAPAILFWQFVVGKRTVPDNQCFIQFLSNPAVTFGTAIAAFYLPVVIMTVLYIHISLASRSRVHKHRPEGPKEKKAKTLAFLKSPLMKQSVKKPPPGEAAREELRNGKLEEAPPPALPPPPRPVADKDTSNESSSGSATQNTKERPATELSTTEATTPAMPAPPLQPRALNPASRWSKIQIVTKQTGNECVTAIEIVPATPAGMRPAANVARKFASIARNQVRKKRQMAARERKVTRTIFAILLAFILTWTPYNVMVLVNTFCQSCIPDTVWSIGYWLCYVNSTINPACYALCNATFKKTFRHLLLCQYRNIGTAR
CHRM5 PAM – potentiates acetylcholine response at human M5 receptor; P08912; CHO-K1 hM5, Fluo-8 calcium, ACh EC20 PAM; 0% = ACh EC20, 100% = ACh EC100; activation, % at 3 µM; AID 624038; actives 0.3% (n = 360,000);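 active = activation above the run cutoff, the mean activation of all test compounds plus 3 SD, cut at about 18% in these data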
Target sequence (P08912 whole entry, looked up): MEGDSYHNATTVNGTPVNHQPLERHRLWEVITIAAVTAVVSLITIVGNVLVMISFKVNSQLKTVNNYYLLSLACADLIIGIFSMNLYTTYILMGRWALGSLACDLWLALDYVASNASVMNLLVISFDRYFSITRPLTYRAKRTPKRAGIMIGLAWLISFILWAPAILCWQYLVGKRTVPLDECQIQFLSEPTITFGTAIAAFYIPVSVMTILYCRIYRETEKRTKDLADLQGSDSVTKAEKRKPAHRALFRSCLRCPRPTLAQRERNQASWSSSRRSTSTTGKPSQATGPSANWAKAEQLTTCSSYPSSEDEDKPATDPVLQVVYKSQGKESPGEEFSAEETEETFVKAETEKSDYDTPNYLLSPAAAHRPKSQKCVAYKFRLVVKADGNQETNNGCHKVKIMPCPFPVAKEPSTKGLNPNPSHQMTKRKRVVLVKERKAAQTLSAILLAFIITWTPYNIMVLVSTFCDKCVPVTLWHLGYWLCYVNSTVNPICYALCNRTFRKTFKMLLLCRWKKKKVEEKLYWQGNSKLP
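System: CHO-K1 hM5 cells. Reagent: acetylcholine, EC20 level. Compound dosing: single dose, 3 µM nominal final test concentration. Timing: Post-acetylcholine fluorescence recording 140 s. Detection: Fluo-8 calcium fluorescence. Read-out: % activation, ACh-normalized. Benchmarks: ACh EC20 and EC100 wells. Repeats: singlicate, one well per test compound.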
CHRM5 agonist – CHRM5 agonism in calcium assay | AID 624037 | actives 0.19% (n = 360,000) | activation, % at 3 µM | CHO-K1 hM5 cells, Fluo-8 calcium fluorescence; 0% DMSO wells, 100% maximal acetylcholine response | P08912;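 active = activation above the run's mean over test compounds plus 3 SD, cut at about 23% in these data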;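 also: signal is peak over basal fluorescence ratio across the kinetic read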
IDE inh – inhibitors of human insulin-degrading enzyme in cells | P14735 | HEK cells, FAbetaB cleavage, fluorescence polarization | inhibition, % at 5.59 µM | actives 0.41% (n = 320,000);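 active = percent inhibition above the average of all tested compounds plus 3 SD, set per screening campaign, cut at about 16% in these data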;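 also: IDE supplied by intact live HEK cells; FP after avidin binding of uncleaved biotin substrate so inhibition keeps polarization high; 0% = DMSO wells and 100% = 60 µM reference IDE inhibitor Ii1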
CHRM5 antagonist – antagonists of human muscarinic M5 receptor (CHRM5); actives 0.59% (n = 360,000); CHO-hM5 cells, Fluo-8 calcium fluorescence, ACh EC80; P08912; AID 624040; inhibition, % at 3 µM;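 active = inhibition above a per-plate cutoff, the mean of that plate's test compounds plus 3 SD, cut at about 27% in these data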;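 also: 0% = acetylcholine EC80 with DMSO and 100% = DMSO without agonist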
CRFR2-BP antag – blocks CRF-induced signaling of the CRF-BP/CRF-R2 complex; HEK293 CRF-R2/CRF-BP, CRF-induced calcium fluorescence; inhibition, % at 11.8 µM; actives 0.59% (n = 350,000);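 active = inhibition of the ligand-induced calcium signal above about 50% at the single tested concentration, limit read from the data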
CHRM4 agonist – CHRM4 agonism in calcium assay; AID 624127; activation, % at 3 µM; P08173; CHO-K1 hM4/Gqi5, Fluo-8 calcium fluorescence; vehicle 0%, full acetylcholine response 100%; actives 0.14% (n = 360,000);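 active = activation above the run mean over all test wells plus 3 SD, cut at about 32% in these data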;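 also: peak over basal fluorescence ratio per well then scaled between controls; 0% = DMSO wells and 100% = acetylcholine at EC100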
CRFR2-BP ag – agonists of human CRF-binding protein/CRF-R2 receptor complex | actives 0.46% (n = 350,000) | HEK293 CRF-R2/CRF-BP, calcium dye fluorescence (FLIPR); percent of saturating CRF peptide response | AID 588473 | activation, % at 13.2 µM;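 active = activation of at least 50%, plus an integration ratio under a set limit after plate pattern correction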;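 also: plate controls were neutral control wells without compound for no effect and CRF at EC100 for full effect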
CHRM4 antagonist – blocks acetylcholine activation of human M4 receptor; P08173; CHO-hM4 cells, ACh EC80, Fluo-8 calcium fluorescence; inhibition, % at 3 µM; actives 0.73% (n = 360,000); AID 624125;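 active = inhibition above its plate's cutoff, the mean inhibition of sample wells plus 3 SD, cut at about 27% in these data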;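 also: 0% = acetylcholine EC80 with DMSO and 100% = DMSO without agonist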
* = called active by the depositor; / = not tested or not shown; & = joins results of further samples. Compounds as they come; about 2.9% have a hit in one of these screens.

canonical_smiles	CHRM4 PAM	CHRM5 PAM	CHRM5 agonist	IDE inh	CHRM5 antagonist	CRFR2-BP antag	CHRM4 agonist	CRFR2-BP ag	CHRM4 antagonist
COCc1cc(C)n(CC(=O)N2CCCC2)c(=O)c1C#N	-2	-2	7	2	8	3	1	0.6	11
N#C/C(=C\c1ccc(-c2cccc([N+](=O)[O-])c2)o1)C(=O)Nc1nc(-c2cccs2)cs1	-17	2	1	4	2	16	1	0.2	-1
COC(=O)c1ccc(C(=O)OC)c(NC(=O)CSCc2ccc(Br)cc2)c1	8	1	-1	-5	1	0	1	5.9	0
Cc1ccccc1OCC(=O)NC(=S)Nc1ccc(S(=O)(=O)NC2CCCCC2)cc1	-4	-1	-2	0	9	-11	3	1.2	0
Cc1ccc(S(=O)(=O)N2CCCCC2)c(C)c1NS(C)(=O)=O	4	3	-3	1	9	15	2	-1.4	2
Cc1ccc2[nH]c(=O)c(CN(CC3COCCO3)C(=O)Nc3ccccc3F)cc2c1 (configuration not stated)	5	-2	-3	1	-8	-9	1	1.7	0
O=C1CCCN1CC(=O)N1CCCC(N2CCN(c3cccc(Cl)c3)CC2)C1 (configuration not stated)	0	2	-1	2	-12	8	1	0.6	2
COc1ccc(C(=S)NCS(=O)(=O)c2ccc(C)cc2)cc1	2	2	-2	3	-8	-6	1	-4.1	-3
Cc1cccc(-n2nc3c(c2NC(=O)c2ccc(Br)o2)CSC3)c1C	3	-2	-5	-6	7	6	0	-3.9	-6
Cc1ccc(NC(=O)c2ccc(Cl)c(S(=O)(=O)N3CCCCC3)c2)nc1	-2	-1	1	-1	17	-8	2	0.9	5
CN(CC(=O)Nc1ccc(Cl)cc1)C(=O)c1cccc(S(=O)(=O)NCc2ccccc2)c1	-1	-4	-2	0	6	-13	9	-1.5	8
O=C(CN(CC1CCCO1)C(=O)CNS(=O)(=O)c1ccc(Cl)cc1)NCc1ccco1 (configuration not stated)	-1	0	-2	-3	8	-4	0	2.1	5
Cc1[nH]c2ccccc2c1C(=O)/C=C\c1ccccc1Cl	-6	-10	-3	6	11	-4	3	-3.0	7
CC1C/C(=C\c2cccnc2)C(=O)/C(=C/c2cccnc2)C1 (configuration not stated)	-5	-3	1	-1	6	-1	5	0.3	6
CCOC(=O)[C@@H]1[C@H]2COc3ccc(Br)cc3[C@@H]2N2C(=O)N(c3ccc(C)cc3)C(=O)[C@]12C	4	0	-1	-3	9	-1	3	1.4	-4
O=C(CCCN1C(=O)c2ccccc2C1=O)Nc1ccc(S(=O)(=O)N2CCOCC2)cc1	11	-6	-4	1	7	8	2	-0.5	28*
NC(=NCCCCCCN=C(N)/N=C(\N)Nc1ccc(Cl)cc1)/N=C(\N)Nc1ccc(Cl)cc1	-8&-11&4	-14&-13&2	-2&-1&0	-3&0&-3	7&-7&-3	2&-48&15	2&0&0	3.7&8.9&-0.2	3&-11&-9
COc1ccc(OC)c(C(O)c2ncc(-c3cccc4ccccc34)[nH]2)c1 (configuration not stated)	-4	-7	0	/	11	/	6	/	-6
O=Cc1ccc(OCCN2CCCC2=O)cc1	-8	8	-4	3	-9	7	3	-1.3	-3
c1ccc(-n2c(Sc3cnccn3)nnc2-c2cccs2)cc1	-1	1	-4	-2	2	12	0	0.6	7
O=C(O)c1ccccc1SCc1cn2cc(Cl)ccc2n1	-7	-8	-3	3	10	10	0	0.6	10
COC(=O)c1sccc1NC(=O)Cc1ccc(Br)cc1	7	-10	-2	11	2	29	-2	-1.1	-10
CCc1ccc(CN(C(=O)COc2c(C)cccc2C)C2CCS(=O)(=O)C2)cc1 (configuration not stated)	1	1	1	3	-9	-12	3	-1.5	-1
NC(=O)NC(c1ccccc1)c1cccc2ccccc12 (configuration not stated)	11	-2	-2	-5	-1	-4	0	-0.2	2
Cc1ccc(-n2[nH]c(=O)c(-c3ccccn3)c2C)cc1	-2	0	0	-2	-20	-4	0	0.4	0
Cn1c(SCC(=O)N2CCOCC2)nnc1-c1cnccn1	-7	-6	0	2	6	2	6	2.9	-5
O=C(/C=C/c1ccc(Cl)cc1Cl)OCC(=O)N1CCCC1	3	-6	-9	1	3	-9	3	1.6	-17
CCCCn1nnnc1NCc1ccc(N(CC)CC)cc1	-6	-7	-12	-2	4	-4	-1	-1.3	7
CN1C(=O)c2ccccc2OC1(C)Cc1ccccc1 (configuration not stated)	11	3	-1	5	1	4	0	-0.9	10
CCN1CCN(S(=O)(=O)c2ccc(Cl)c(C(=O)N(C)Cc3cccs3)c2)CC1	4	3	4	-3	8	6	3	0.0	9

(cont.)
canonical_smiles	CHRM4 PAM	CHRM5 PAM	CHRM5 agonist	IDE inh	CHRM5 antagonist	CRFR2-BP antag	CHRM4 agonist	CRFR2-BP ag	CHRM4 antagonist
Cn1c(=O)c2c(nc(CN3CCN(C(=O)c4ccco4)CC3)n2Cc2ccc(Cl)cc2)n(C)c1=O	2	1	-4	4	1	21	1	-2.9	-7
COc1ccc(CNC(=O)CCNS(=O)(=O)c2cc(Br)cnc2N)cc1	-1	-1	-4	5	3	10	2	-2.4	3
CN(C)c1cccc(C(=O)N(Cc2ccccc2)Cc2ccccc2)c1	-7	-7	-4	/	-1	11	1	-0.8	-8
CCn1c(C2CCN(S(=O)(=O)c3ccc(OC)cc3)CC2)n[nH]c1=S	-1	-6	-1	-3	7	-3	3	-1.1	0
COC(=O)Nc1ccc(S(=O)(=O)N(CCO)CCO)cc1	21	15	-3	8	-10	19	1	1.5	-8
CNCCCCOc1ccc(C(C)(C)C)cc1Cl	4	2	-3	1	-9	-36	4	0.5	3
O=C(NC(=S)Nc1ccc(N2CCOCC2)cc1)c1ccco1	-5	-3	0	2	5	31	1	1.4	1
COc1cc(C(=O)/C=C/c2cccnc2)ccc1O	-5	-6	-4	-1	22	8	0	1.3	6
CCCCCCNC(=O)CNC(=S)N(Cc1cccs1)C1CCCCC1	-2	-8	-3	7	-1	-8	5	0.4	-30
COC(=O)CC1N(S(=O)(=O)c2ccc(C)cc2)c2ccccc2C1(C(=O)OC)C(=O)OC (configuration not stated)	-5	2	-4	/	-2	/	2	/	7
O=C(Cc1cc(=O)oc2cc(O)ccc12)NC(Cc1ccc(Cl)cc1)C(=O)O (configuration not stated)	0	1	-3	1	13	-10	0	-0.3	7
Cc1csc(SCC(=O)Nc2sccc2C(N)=O)n1	6	-10	7	5	15	0	6	-0.5	-11
Cc1cc(NC(=O)CS(=O)(=O)c2cn(C)c3ccccc23)no1	-1	0	2	2	0	12	1	-0.6	1
COc1ccc(NC(=O)CCN2C(=O)[C@@H]3[C@H](C2=O)[C@H]2C=C[C@@H]3C2)cc1	-1	0	2	4	7	2	1	7.4	9
CC(C)(C)C(=O)Nc1ccc(-c2nc3ccccc3c(=O)o2)cc1	9	3	2	-3	3	-58	-1	45	2
CC(C)(C)c1ccc(C(=O)NCc2nnc(SCC(=O)NCC3CCCO3)o2)cc1 (configuration not stated)	-1	-3	-2	-1	5	-1	2	-0.1	-3
O=C(CC1CC2CCC1C2)NCc1cccs1 (configuration not stated)	5	0	-10	5	-18	-12	0	1.9	-19
CC1=CC(C)C(/C=N/N=C(N)N)C(C)C1 (configuration not stated)	3	21*	0	4	-13	-17	0	11	3
COc1ccc2[nH]c3c(c2c1)CCN1C(=O)C(CC(=O)NCCC2=CCCCC2)C[C@H](C(=O)N(C(C)C)C(C)C)[C@@]31C (some centres not stated)	-3	1	-1	/	-6	33	-2	0.6	2
Cc1ccccc1NC(=O)/C(C#N)=C/c1ccsc1	-8	-9	-4	1	6	-31	-1	-2.7	7
O=C(CN1CCc2cc3c(cc2C1)OCCCO3)Nc1ccccc1	11	4	-2	8	7	4	2	-2.0	-15
O=c1c2c3nc4ccccc4nc3n(CCN3CCOCC3)c2ncn1CCN1CCOCC1	5	1	0	/	3	0	0	-1.9	-3
C/C(=N\NC(=O)C1CC1)c1cccs1	8	1	0	-3	-2	-16	0	3.4	5
Cc1ccc(C)c(NC(=O)CN(C)C(C)C(=O)N2CCCC2)c1 (configuration not stated)	11	1	2	2	4	-1	2	5.3	-2
O=C(N1CCCCC1)N1CCN(C(c2ccccc2)c2ccccc2)CC1	5	-6	-8	1	-10	1	-2	-0.3	-9
N/C(=N\c1nc2c(c(=O)[nH]1)CCCC2)Nc1ccc(Oc2ccccc2)cc1	6	-2	0	-2	2	-9	1	0.2	-5
COc1cc(-c2nc(C(F)(F)F)c(OC)o2)cc(OC)c1OC	8	5	-3	5	-4	-2	0	-1.0	-1
C=CCn1c(O)c(CN2CCCCC2)c(C)c(C#N)c1=O	5	5	4	0	3	2	1	5.0	-8
CCCCCCc1c(O)nc(SCCN(C)C)[nH]c1=O	22	-4	-7	-2	9	9	0	-1.1	18
Cc1cccc(NC(=O)c2cc([N+](=O)[O-])ccc2Cl)c1O	0	1	1	5	0	-43	2	11	2

More entries follow.
canonical_smiles	CHRM4 PAM	CHRM5 PAM	CHRM5 agonist	IDE inh	CHRM5 antagonist	CRFR2-BP antag	CHRM4 agonist	CRFR2-BP ag	CHRM4 antagonist
CCc1cccc(OCC(=O)Nc2ccc(C(=O)O)cc2NC(=O)COc2cccc(CC)c2)c1	-3	1	-2	-3	-1	24	-1	0.6	6
Cc1cccc(C(=O)OCC(=O)N2CCCCCC2)c1O	3	-4	-4	7	3	-4	0	-1.4	-9
CC(C)NC(=O)c1ccccc1N(Cc1ccccc1)S(C)(=O)=O	12	10	-9	-5	9	4	0	0.9	-5
COc1ccccc1-c1c(C)oc2c(CN3CCN(C)CC3)c(O)ccc2c1=O	-12	-2	-2	1	-1	-9	-1	-0.4	19
CC1(C)CNc2cc([N+](=O)[O-])ccc2S1	-3	1	-5	-7	-7	23	0	0.0	-3
Cc1cc(NC(=S)Nc2ccc(C)c(Cl)c2)n[nH]1	-6	2	-2	-2	9	-5	2	-1.1	1
CCn1cc(-c2cc(C(=O)O)on2)c(C)n1	-1	-2	1	3	9	-3	0	-2.5	9
Cc1c(OCC(=O)N2CCC(C(N)=O)CC2)ccc2c1oc(=O)c1ccccc12	7	-1	0	6	8	-2	1	0.6	-12
COc1cc(C#Cc2c(-c3cncn3C)n(C)c3ccc(Br)cc23)cc(OC)c1	-3	-3	-4	0	5	-1	2	0.2	17
CCCCCCc1ccc(N2C[C@H](Cc3ccccc3)[C@@H](CC(=O)NCc3ccc(OC)cc3)C2=O)cc1	2	5	3	1	-4	-2	2	7.2	2
CCOc1c2ccc(C(=O)NC3CCCc4ccccc43)cc2nn1CC (configuration not stated)	9	3	2	5	5	1	0	-1.7	-7
CS(=O)(=O)N1CCN(c2ccccc2NC(=O)Nc2cccc(Cl)c2)CC1	-4	-8	4	2	12	-21	8	5.4	3
Clc1ccc(Cc2ccccn2)cc1	2	3	0	/	9	4	0	0.1	-3
CCN(CC)C(=O)Cn1cc(C(=O)C(=O)N2CCc3ccccc32)c2ccccc21	-1	7	-3	4	2	8	4	-1.2	-5
